# Source: PubChem (Broad Institute)
# GSIS activator: primary screen for activators of insulin secretion dependent on glucose, INS-1E cells, GLuc reporter luminescence; INS-1E GLuc reporter insulin secretion, 2-3 h; activation, % at 16.6 µM; actives 0.61% (n = 370,000);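 active = lowest replicate activation of at least 40%, so every replicate reaches that level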;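 also: 0% = median of neutral control wells and 100% = median of IBMX positive control wells; some compounds called inactive have numbers as strong as hits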
# PAX8 reporter: PAX8 transcriptional activity inhibition; RMG-I TPO-luciferase reporter, SteadyGlo, 24 h; inhibition, % at 12.6 µM; actives 1.2% (n = 360,000);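 active = mean replicate inhibition at least 60% with every replicate also reaching 60%; inconclusive = only one of the two criteria is met; inactive = mean below 60% and not all replicates reaching 60%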;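 also: luciferase light reporting Pax8 driven TPO promoter activity; plate controls were median of neutral control wells for no effect and mitoxantrone controls for full effect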
# DENV2 CPE: inhibitors of DENV2 cytopathic effect | DENV2-infected cells, cytopathic effect rescue, plate reader | CPE inhibition, % at 9.99 µM | actives 1.7% (n = 350,000); in the data active = CPE inhibition above about 20%, passing the limit was not always enough; inconclusive = no clear call, values can overlap the other calls; tested in BHK-21 cells;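 also: 0% = median of neutral control wells and 100% = median of positive control wells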
# EWS-Fli inh: blocks EWS/Fli oncoprotein-driven transcription; actives 0.67% (n = 350,000); inhibition, % at 12.6 µM; A673 NR0B1-luciferase reporter, viability-normalised;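 active = mean inhibition of at least 50% after viability correction, with every replicate also passing that limit; inconclusive = mean reaches 50% but only one of two replicates passes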;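 also: firefly luciferase signal divided by Alamar Blue viability fluorescence both relative to DMSO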
# CFTR F508del cor: correctors of CFTR F508del function in bronchial epithelial cells | CFBE cells, YFP halide quenching; stimulated with forskolin plus potentiator P3; % fluorescence drop versus neutral controls | activity (quench increase), % at 7.58 µM | actives 0.36% (n = 350,000) | AID 720511;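 active = mean added fluorescence quench of at least 8% versus neutral control, with both replicates also reaching 8%; inconclusive = only one of the mean or replicate conditions met; inactive = mean below 8% and not both replicates reaching 8%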;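 also: cells transiently co-express mutant CFTR-F508del with the halide-sensitive YFP; corrector assay measuring rescue of mutant channel to the surface after 24 h compound exposure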
# miR-122 sensor: inhibitors of miR-122 in Huh7 cells; Huh7 miR-122 Renilla luciferase sensor, 48 h; neutral wells = 0, positive control = 100; activation (reporter increase), % at 12.5 µM; actives 0.3% (n = 340,000); AID 602342;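 active = mean replicate activation score at least 90 and every replicate individually at or above 90; inconclusive = only one of the two criteria met; inactive = neither criterion met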;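 also: higher luciferase means less miR-122 activity so hits act as miR-122 inhibitors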
# FN deposit inh: fibronectin deposition inhibition. AID 743247. actives 0.086% (n = 350,000). AH1F fibroblasts, Alexa488-fibronectin deposition fluorescence, overnight. inhibition, % at 12.6 µM;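 active = mean inhibition across replicates of 30% or more, regardless of how many single replicates reach that level; inconclusive = mean under 30% yet at least half of replicates reach 30%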;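 also: positive control wells lacked labelled fibronectin entirely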
#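 Assay system: AH1F fibroblast monolayer, labelled fibronectin deposition. Amount: 10000 cells per well. Also added: labelled fibronectin 24 nM. Compound: single-point pinned compound. Incubation: cell attachment 1 h, compound and FN exposure overnight. Detection: fluorescence after three HBSS washes, excitation 485 nm, emission 525 nm. Read-out: inhibition of fibronectin deposition signal.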
# * marks the source's active call; other numbers are inactive results; ? = inconclusive; . = no result given; [ ] = dose if it differs, or a comment. The order is random (roughly 3.9% active in at least one column).
# Start of the listing, in advance:
SMILES,GSIS activator,PAX8 reporter,DENV2 CPE,EWS-Fli inh,CFTR F508del cor,miR-122 sensor,FN deposit inh
CCN(CC)CCN(C)Cc1nc(C(c2ccccc2)c2ccccc2)no1,.,15,2,26,2.4,.,18
CN(O)C(=O)Nc1ccc([N+](=O)[O-])cc1,0,-9,-5,3,0.5,.,4
COc1cccc(NC(=O)C/C(C)=N/NC(=O)C2CCCCC2)c1,6,-19,?,6,-1.6,3,10
COc1cccc(CNC(=O)c2cc3c(c(-c4cccc(-c5cccc(C#N)c5)c4)n2)[C@H](CCO)N([S@@](=O)C(C)(C)C)C3)c1,0,27,-3,16,-1.2,.,8
CCCCc1cc(=O)oc2cc(OCC(=O)N(CC)CC)c(Cl)cc12,2,6,3,-8,-2.4,.,-5
CN(C)C(=O)C[C@H]1CC[C@H]2[C@H](COc3ccc(NC(=O)C4CC4)cc3C(=O)N2C)O1,1,3,.,-14,-1.5,46[16.7 µM],-5

# The list itself, from the start:
SMILES,GSIS activator,PAX8 reporter,DENV2 CPE,EWS-Fli inh,CFTR F508del cor,miR-122 sensor,FN deposit inh
CCN(CC)CCN(C)Cc1nc(C(c2ccccc2)c2ccccc2)no1,.,15,2,26,2.4,.,18
CN(O)C(=O)Nc1ccc([N+](=O)[O-])cc1,0,-9,-5,3,0.5,.,4
COc1cccc(NC(=O)C/C(C)=N/NC(=O)C2CCCCC2)c1,6,-19,?,6,-1.6,3,10
COc1cccc(CNC(=O)c2cc3c(c(-c4cccc(-c5cccc(C#N)c5)c4)n2)[C@H](CCO)N([S@@](=O)C(C)(C)C)C3)c1,0,27,-3,16,-1.2,.,8
CCCCc1cc(=O)oc2cc(OCC(=O)N(CC)CC)c(Cl)cc12,2,6,3,-8,-2.4,.,-5
CN(C)C(=O)C[C@H]1CC[C@H]2[C@H](COc3ccc(NC(=O)C4CC4)cc3C(=O)N2C)O1,1,3,.,-14,-1.5,46[16.7 µM],-5
O=C(C1CCC1)N1CC(=O)N2[C@H](CO)[C@@H](c3ccc(-c4cccnc4)cc3)[C@@H]2C1,-7,-10,-10,-7,2.0,.,3
Cc1onc(-c2c(Cl)cccc2Cl)c1C(=O)ONC(=O)c1cc(C(F)(F)F)cc(C(F)(F)F)c1,.,-5,4,-1,2.1,-4,-1
CO[C@@H]1CN(C)C(=O)c2ccc(NS(=O)(=O)c3ccc(Cl)cc3)cc2OC[C@H](C)NC[C@@H]1C,4,.,0,-3,-3.6,0[16.7 µM],2
CO[C@@H]1CN(C)C(=O)c2cc(NC(=O)c3ccccc3)ccc2OC[C@H](C)N(C(=O)CN(C)C)C[C@@H]1C,23,.,-6,0,-0.4,-4[16.7 µM],-2
COc1ccc(NC(=O)Cc2nnc(SCC(=O)c3ccccc3)n2C)cc1,-5,1,-4,-3,0.5,3,-2
O=C1NC(=O)C2(CCCC2)N1,.,-2,1,5,-1.9,.,2
N#C[C@@H]1[C@H](c2ccccc2-c2ccccc2F)[C@H](CO)N1C(=O)C1CC1,-5,-16,-4,-6,-0.7,.,-5
COc1ccc(CN(C)C[C@@H]2OCc3cn(nn3)CCCC(=O)N([C@@H](C)CO)C[C@H]2C)cc1,-15,-1,9,-1,1.4,2[16.7 µM],-7
Cc1ccc(CSC2=Nc3ccccc3C3=NC(=O)CN23)cc1,4,-3,-4,2,1.5,.,1
Cc1ccc2nc(C3CCCN3Cc3nc(CCC(C)C)no3)[nH]c2c1 (stereo not drawn),2,13,?,21,0.4,.,-13
Cc1nn(CC(=O)O)c2ccccc12,9,.,.,.,.,0,0
CC1(C(=O)NS(=O)(=O)C2CC2)CCCN(C(=O)Cc2ccc3ccccc3c2)C1 (stereo not drawn),11,-24,-9,-3,-2.3,-6,-6
C[C@H]1CN([C@@H](C)CO)C(=O)c2cc(-c3cccc(C(=O)N(C)C)c3)cnc2O[C@@H]1CN(C)S(=O)(=O)c1ccc(F)cc1,-4,11,-4,-1,-2.2,-1[16.7 µM],.
C=CCOC(=O)C1=C[C@H](C2CC2)[C@@H](CCCO)[C@H](OCC)O1,-3,0,6,-16,2.1,3,-5
C[C@@H]1CN([C@@H](C)CO)C(=O)c2cc(NC(=O)CCCCCC(=O)Nc3ccccc3N)ccc2O[C@H]1CN(C)C(=O)Nc1ccc2c(c1)OCO2,12,-76,16,11,-4.9,.,.
Cc1n[nH]c(C)c1CCCCOc1ccc([N+](=O)[O-])cc1,.,25,6,9,-1.9,-5,4
COc1c(C)cc(C(O)c2ncc(-c3ccccc3)[nH]2)cc1C (stereo not drawn),-8,-15,2,-2,2.3,2,5
O=C(/C=C/c1ccc(Cl)cc1Cl)Nc1ccncc1,0,-115,.,.,.,.,20
Cn1c(C(=O)O)cc2cc(Oc3ccccc3)ccc21,1,-18,-2,7,-3.3,.,6
COc1ccc(-c2csc(NC(=O)CSc3n[nH]c(C)n3)n2)cc1,-3,-17,3,-71,1.2,-1,0
Cc1ccc(-c2cc(C)nc3ncnn23)cc1,3,-21,-10,0,-2.7,.,4
O=C(Nc1ccc(F)c(F)c1)c1ccccc1,4,-116,-5,-81,-3.2,0,1
CCCN1C[C@H](C)[C@H](OC)CN(C)C(=O)c2cc(NC(=O)Nc3cccc(F)c3)ccc2OC[C@@H]1C,6,12,.,-3,-0.7,-7[16.7 µM],-5
S=c1[nH]nc(Cc2ccc(Br)cc2)n1/N=C/c1ccc(Cl)cc1,4,-23,3,4,3.5,.,-2
Nc1cccc(Oc2cnccn2)c1,12,6,6,11,4.9,5,3
C[C@]12CC[C@@H]3c4ccc(O)cc4CC[C@H]3[C@@H]1CCC2=O,.,16,-2,19,3.1,3,-4
CC1(C)Cc2c(sc(NC(=O)C3CC(Cl)=CCC3C(=O)O)c2C#N)CO1 (stereo not drawn),1,-6,-4,17,-3.0,.,-4
OC(CNCCc1ccc(C(F)(F)F)cc1)COC(c1ccccc1)c1ccccc1 (stereo not drawn),365*,23,-3,29,3.4,.,5
CCCNC(=O)Nc1ccc2c(c1)C(=O)N(C)C[C@@H](OC)[C@@H](C)CN(C(=O)C1CCC1)[C@@H](C)CO2,-9,-12,2,-7,-1.6,7[16.7 µM],10
CN1CCC(=NNC(=O)CN(c2ccccc2)S(=O)(=O)c2ccccc2)CC1,0,-26,-2,.,1.3,-6,.
COCCOC(=O)C1=C(C)NC(=O)NC1c1ccco1 (stereo not drawn),8,11,5,9,-0.8,-3,-19
C[C@H](CO)N1C[C@H](C)[C@H](CN(C)Cc2ccccc2C(=O)O)Oc2cc(-c3ccccc3)ccc2S1(=O)=O,5,7,-4,13,-1.9,0[16.7 µM],-7
C=CCNc1nnc(Sc2ncccc2[N+](=O)[O-])s1,-6,8,0,0,0.4,.,-5
Cc1nc2ccc(-c3nc4ccccc4[nH]3)cc2[nH]1,.,8,-6,-5,.,.,2

# 4 entries from above, with each value named:
COCCOC(=O)C1=C(C)NC(=O)NC1c1ccco1 (stereo not drawn)
  GSIS activator = 8
  PAX8 reporter = 11
  DENV2 CPE = 5
  EWS-Fli inh = 9
  CFTR F508del cor = -0.8
  miR-122 sensor = -3
  FN deposit inh = -19

CCCNC(=O)Nc1ccc2c(c1)C(=O)N(C)C[C@@H](OC)[C@@H](C)CN(C(=O)C1CCC1)[C@@H](C)CO2
  GSIS activator = -9
  PAX8 reporter = -12
  DENV2 CPE = 2
  EWS-Fli inh = -7
  CFTR F508del cor = -1.6
  miR-122 sensor = 7[16.7 µM]
  FN deposit inh = 10

CC1(C)Cc2c(sc(NC(=O)C3CC(Cl)=CCC3C(=O)O)c2C#N)CO1 (stereo not drawn)
  GSIS activator = 1
  PAX8 reporter = -6
  DENV2 CPE = -4
  EWS-Fli inh = 17
  CFTR F508del cor = -3.0
  miR-122 sensor = .
  FN deposit inh = -4

C[C@]12CC[C@@H]3c4ccc(O)cc4CC[C@H]3[C@@H]1CCC2=O
  GSIS activator = .
  PAX8 reporter = 16
  DENV2 CPE = -2
  EWS-Fli inh = 19
  CFTR F508del cor = 3.1
  miR-122 sensor = 3
  FN deposit inh = -4

# (list continues)
SMILES,GSIS activator,PAX8 reporter,DENV2 CPE,EWS-Fli inh,CFTR F508del cor,miR-122 sensor,FN deposit inh
Cc1csc(=O)n1CC(=O)OCC(=O)c1ccc(Br)cc1,12,-5,-5,-1,-0.5,.,-4
CN(C)C(=O)C[C@@H]1C=C[C@H](NC(=O)c2ccc(F)cc2)[C@@H](CO)O1,1,.,-3,.,2.2,.,-1
C[C@@H]1CCCCO[C@@H](CN(C)C(=O)CCC(F)(F)F)[C@H](C)CN([C@@H](C)CO)C(=O)c2cc(NC(=O)CCCN(C)C)ccc2O1,9,14,3,-24,-0.3,2[16.7 µM],-6
C/C=C/c1ccc([C@@H]2[C@@H](C#N)N(C(=O)NC3CCCCC3)[C@@H]2CO)cc1,-9,-2,18,-2,3.8,.,-18
O=C(CN1C(=O)/C(=C\c2ccco2)SC1=S)Nc1ccc(O)cc1C(=O)O,21,-2,-4,.,-2.4,-2,2
NC(=O)C1CCN(C(=O)c2cc(-c3ccccc3Cl)nc3ccccc23)CC1,28,-5,13,-8,1.1,1,5
Cc1ccc(C2=NN(C(=O)c3cccs3)C(c3ccccc3O)C2)cc1 (stereo not drawn),11,-32,10,-29,.,-2,.
CC(C)C[C@H]1CN=C(Nc2ccccc2)N1CCc1ccc(F)cc1,-19,-14,3,5,0.5,-7,-5
Cc1noc(C)c1COC(=O)c1ccc(F)c(S(=O)(=O)N2CCCCC2)c1,-16,-14,3,2,0.1,.,13
C[C@@H]1CN([C@H](C)CO)C(=O)c2ccccc2-c2ccccc2CO[C@@H]1CN(C)C(=O)Nc1ccc(-c2ccccc2)cc1,0,-4,-11,5,-1.8,.,1
COc1ccc(N2CCN(C(=S)Nc3ccc(F)cc3)CC2)cc1,.,5,.,18,-0.8,0,19
CCOC(=O)c1ccc(NC(=O)c2nn(CC)cc2Br)cc1,6,.,.,.,.,-2,-1
CC(=O)N(C)C[C@@H]1Oc2ncc(C#Cc3ccccn3)cc2C(=O)N([C@@H](C)CO)C[C@H]1C,7,.,-4,-7,-2.9,12[16.7 µM],.
Cc1ccccc1S(=O)(=O)NCC[C@@H]1CC[C@H](NC(=O)C2CCCC2)[C@@H](CO)O1,-13,-4,23*,2,-0.6,-15[16.7 µM],-3
CCCCc1c(-c2ccccc2)ncn1CCc1ccccc1OC,38,-1,8,12,3.4,.,6
COc1cc(/C=C/C(=O)NCc2nc3ccccc3[nH]2)cc(OC)c1OC,-13,-4,-4,3,2.0,-6,1
COc1ccc(CCN(C)C(=O)c2cc(S(=O)(=O)NCc3ccccc3)ccc2C)cc1OC,39,21,0,17,2.7,20,8
Cc1ccc(Cl)cc1NC(=O)CN1CCOCC1,-4,-1,3,9,2.3,.,-1
Cn1ccnc1C(=O)Cc1ccc([N+](=O)[O-])cc1,-2,7,1,-7,0.1,-6,-12
Cc1ccc(S(=O)(=O)NC(=O)c2cc(C)n(C3CC3)c2C)cc1,3,13,3,6,0.4,-6,.
